RGS7-Gao reg: RGS7-Galphao binding modulators, primary screen, biochemical, multiplexed bead flow cytometry; Guanine nucleotide-binding protein G(o) subunit alpha (Homo sapiens), P09471; actives lie on both sides; binding response (% of control), % at 10 µM; 220,000 tested, 0.35% active; in the data active = binding response below about 49% or above about 150%; inconclusive = no clear call, values can overlap the other calls; inactive = in between;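 also: fluorescent Galphao held in activated GDP-AlF4 state binding bead-coupled RGS7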
Target sequence (P09471 whole entry, looked up): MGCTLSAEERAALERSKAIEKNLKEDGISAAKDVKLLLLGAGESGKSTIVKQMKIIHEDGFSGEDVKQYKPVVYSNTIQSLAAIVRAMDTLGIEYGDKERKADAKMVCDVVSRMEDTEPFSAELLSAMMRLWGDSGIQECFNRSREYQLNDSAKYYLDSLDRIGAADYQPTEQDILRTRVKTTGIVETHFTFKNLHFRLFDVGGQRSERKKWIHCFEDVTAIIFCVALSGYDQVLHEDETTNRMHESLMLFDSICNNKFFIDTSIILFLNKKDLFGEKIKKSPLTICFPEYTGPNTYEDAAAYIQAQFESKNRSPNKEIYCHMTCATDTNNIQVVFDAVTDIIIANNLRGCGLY
Bim-Bcl-XL: inhibitors of Bim-Bcl-XL binding, primary screen, biochemical, multiplexed, bead flow cytometry, human Bcl-XL. Bim peptide-Bcl-XL binding, fluorescence. 190,000 tested, 0.04% active. Bcl-2-like protein 1 (Homo sapiens), Q07817. inhibition, % at 10 µM
Target sequence (Q07817 whole entry, looked up): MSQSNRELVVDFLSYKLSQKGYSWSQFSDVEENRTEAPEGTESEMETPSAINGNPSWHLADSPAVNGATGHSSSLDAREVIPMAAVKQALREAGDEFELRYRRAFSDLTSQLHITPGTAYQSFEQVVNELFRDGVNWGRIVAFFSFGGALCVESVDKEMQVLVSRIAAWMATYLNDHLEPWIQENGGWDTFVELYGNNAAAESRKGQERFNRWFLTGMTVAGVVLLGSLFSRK
Bim-Bfl-1: inhibitors of Bim binding to Bfl-1, primary screen, biochemical, multiplexed, bead-based flow cytometry. Bim-Bfl-1 binding inhibition. inhibition, % at 10 µM. 190,000 tested, 0.12% active. AID 1008, 2008;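 also: 0% = wells without compound plus tracer and 100% = blocker peptide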
RGS4-Gao reg: modulators of RGS4 binding to Galphao, primary screen, biochemical, multiplexed bead flow cytometry | Guanine nucleotide-binding protein G(o) subunit alpha (Homo sapiens), P09471 | actives lie on both sides | binding response (% of control), % at 10 µM | 220,000 tested, 0.33% active; in the data active = binding response below about 49% or above about 150%; inactive = in between;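 also: fluorescent Galphao activated with aluminum fluoride binding bead-coupled RGS4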
Bim-Bcl-B: inhibitors of Bim-Bcl-B binding, primary screen, biochemical, multiplexed, human Bcl-2 family; inhibition, % at 10 µM; AID 951, 2007; Bcl-2-like protein 10 (Homo sapiens), Q9HD36; 190,000 tested, 0.073% active; bead-based flow cytometry, Bim peptide-Bcl-B binding;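 also: 0% = tracer peptide without compound and 100% = reference inhibitor peptide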
ABCB1 inh: ABCB1 efflux pump inhibitors, primary screen, cell-based, multiplex, flow cytometry, ABCG2 counter-screen. inhibition, % at 6.6 µM. 190,000 tested, 0.067% active. ATP-dependent translocase ABCB1 (Homo sapiens), P08183. CCRF-Adr cells, JC-1 efflux; in the data active = inhibition above about 40%;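 also: 0% = vehicle and 100% = reference inhibitor; higher value means more JC-1 retained so stronger ABCB1 efflux block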
GSH fluor: compound fluorescence on glutathione beads, profiling panel, artefact control, biophysical, 488/530 nm, flow cytometry; GSH beads flow cytometry, compound fluorescence 488/530 nm; hits give high values; fluorescence (KMESF) at 10 µM; 190,000 tested, 0.25% active; in the data active = fluorescence above about 89;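 also: glutathione beads carrying GST-tagged Bcl family fusion proteins plus one bare bead set; values are compound well signal with DMSO vehicle wells as background; inactives centre near 16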
ABCG2 inh: ABCG2 efflux pump inhibitors, primary screen, multiplex with ABCB1, IgMXP3 cells, flow cytometry. Broad substrate specificity ATP-binding cassette transporter ABCG2 (Homo sapiens), Q9UNQ0. JC-1 efflux. inhibition, % at 6.6 µM. 190,000 tested, 0.1% active;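 active = inhibition above 80%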;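 also: 0% = DMSO and 100% = nicardipine control wells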
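System: two drug-resistant human cell lines, ABCG2 and ABCB1; controls: nicardipine high and DMSO low controls; times: 10 min exposure at 25 °C with rotation, no wash; detection: flow cytometry of retained JC-1 fluorescence; read-out basis: percent efflux inhibition, scaled nicardipine 100% to DMSO 0%; doses: one concentration, 6.6 µM final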
Bim-Bcl-W: inhibitors of Bim binding to Bcl-W, primary screen, biochemical, multiplexed, bead-based flow cytometry | Bim peptide-Bcl-W binding | inhibition, % at 10 µM | 190,000 tested, 0.02% active;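 also: 0% = bound tracer without compound and 100% = peptide blocker; higher means less fluorescent Bim peptide bound to Bcl-W beads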
Target sequence (Q92843 whole entry, looked up): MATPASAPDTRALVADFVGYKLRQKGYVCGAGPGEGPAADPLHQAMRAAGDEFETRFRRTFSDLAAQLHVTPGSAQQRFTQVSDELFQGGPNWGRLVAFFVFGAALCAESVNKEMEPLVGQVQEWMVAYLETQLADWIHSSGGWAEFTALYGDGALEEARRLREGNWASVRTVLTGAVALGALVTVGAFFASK
Bim-Bcl-2: inhibitors of Bim-Bcl-2 binding, primary screen, biochemical, multiplexed, human Bcl-2 family | Bead-based flow cytometry, Bim peptide-Bcl-2 binding | inhibition, % at 10 µM | AID 950, 2007 | 190,000 tested, 0.06% active | Apoptosis regulator Bcl-2 (Homo sapiens), P10415; in the data active = inhibition above about 40%; inconclusive = no clear call, values can overlap the other calls;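 also: 0% = no compound wells with probe peptide and 100% = reference peptide inhibitor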
Target sequence (P10415 whole entry, looked up): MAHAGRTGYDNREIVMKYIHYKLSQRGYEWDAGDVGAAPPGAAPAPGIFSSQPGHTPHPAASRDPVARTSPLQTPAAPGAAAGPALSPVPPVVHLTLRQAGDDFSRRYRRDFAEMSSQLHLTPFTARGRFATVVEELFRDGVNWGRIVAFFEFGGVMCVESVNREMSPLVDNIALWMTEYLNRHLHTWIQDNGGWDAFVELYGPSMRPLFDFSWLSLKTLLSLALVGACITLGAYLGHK
Avidin fluor: green autofluorescence of compounds with avidin beads – biophysical, 488/530 nm, flow cytometry, artefact control, profiling panel. AID 1775, 2009. fluorescence (KMESF) at 10 µM. compound fluorescence 488/530 nm; hits give high values. 220,000 tested, 0.38% active; in the data active = fluorescence above about 47; also: inactives centre near 10
* hit, by the source's call; ? = inconclusive; . = no result given. Rule as the data show it, unless noted: active = inhibition above about 40%. Hits appear at their usual frequency; overall some 1.3% were active at least once.

Structure,RGS7-Gao reg,Bim-Bcl-XL,Bim-Bfl-1,RGS4-Gao reg,Bim-Bcl-B,ABCB1 inh,GSH fluor,ABCG2 inh,Bim-Bcl-W,Bim-Bcl-2,Avidin fluor
COc1ccc(C(=O)O)cc1S(=O)(=O)N(C)CCc1cccnc1,97,4,-8,97,0,0.4,54,1,8,0,11
O=[N+]([O-])c1ccc(N2CCN(S(=O)(=O)c3ccc4ccccc4c3)CC2)cc1NCc1ccco1,96,-4,-4,97,-3,0.9,31,3,-1,-4,10
CC(=O)c1ccc(Nc2nc(NCCO)nc(OC(C(F)(F)F)C(F)(F)F)n2)cc1,100,-3,0,102,-4,0.4,20,8,-1,0,7
O=C(O)CCCCCN1C(=O)C(O)=C(C(=O)/C=C/c2ccccc2)C1c1ccc2c(c1)OCO2 (stereo not given),98,0,-6,104,-2,0.3,14,0,0,-2,12
CCN1CCCC1CNC(=O)CSc1cc(=O)n(C)c2cc(Cl)ccc12 (stereo not given),80,0,-13,86,1,-0.8,29,0,-5,7,9
Cc1nc(NCCN)c(C#N)c2c1COC(C)(C)C2,93,-10,-7,99,-5,0.1,22,6,-6,-7,24
C=CCNC(=S)/C(=C(/[O-])c1ccc([N+](=O)[O-])cc1)[n+]1ccccc1,?,0,2,100,-9,0.4,13,2,0,-3,8
CC1CCN(C(=O)CSc2nnc(-c3cc4ccccc4cc3O)n2Cc2ccco2)CC1,99,0,-5,100,-7,1.0,12,4,3,-4,9
NS(=O)(=O)c1ccc(NC(=O)CSc2ncnc3ccccc23)cc1,103,-3,-4,101,-3,0.3,9,13,0,-3,8
CC1(c2cnc(Nc3ccccc3)s2)CCC(=O)O1 (stereo not given),104,-3,-8,102,-9,1.1,12,3,1,-5,10
Cc1ccc(S(=O)(=O)N(C)c2ccc(N)cc2)cc1,99,0,-9,101,-4,0.1,5,1,0,-5,8
COc1ccc(NC(=O)NC(C)C2CC3CCC2C3)cc1 (stereo not given),96,-3,-2,98,3,1.6,9,9,-2,1,3
Nc1nc(-c2ccccc2)c(N=Nc2cccnc2)s1,98,0,-2,100,-2,0.8,14,3,0,0,7
Cc1cc(C(=O)Nc2c[nH]c(=O)[nH]c2=O)ccc1[N+](=O)[O-],105,4,0,102,2,-0.2,21,0,4,1,22
CCOC(=O)N1CCN(C(=O)c2cccn3c(=O)c4cc(Cl)ccc4nc23)CC1,100,-2,0,97,1,0.2,20,0,0,-1,18
O=c1cc(O)c2c(=O)n(-c3ccccc3)c3c(c2o1)CCCCCC3,99,-5,-13,102,-9,1.4,17,3,-6,-5,16
O=C(O)c1ccc2c(=O)n(-c3ccccc3F)c(=S)[nH]c2c1,97,-1,-2,80,-2,-0.1,12,2,3,0,6
O=C(Nc1ccccc1)/C(=C\c1ccncc1)NC(=O)c1ccccc1,106,0,0,101,0,1.1,19,13,0,0,27
CCC1NC(=S)N(C2CCCCC2)C1=O (stereo not given),99,9,-10,101,-6,0.2,55,4,5,-2,8
Cc1ccc(S(=O)(=O)N(C)Cc2cc3ccccc3[nH]c2=O)cc1,102,-5,-14,100,-7,0.4,32,1,-1,-7,18
O=C(NCc1ccc(Cl)cc1)C(=O)NCC(c1cccnc1)N1CCN(c2ccc(F)cc2)CC1 (stereo not given),98,0,-2,102,-4,1.6,12,2,0,-3,9
COc1ccc(-c2cc(C(=O)N3CCN(c4ccccc4OC)CC3)no2)cc1OC,102,0,1,104,0,0.0,10,0,-2,0,5
COc1cc(SC)ccc1C(=O)OCC(=O)NC1CCCCC1,?,2,-2,100,1,0.4,11,4,2,2,13
CCOc1cc(/C=N/NC(=O)COc2nc(C)cc(COC)c2C#N)ccc1O,99,-1,-14,101,-5,0.1,15,2,-1,-6,14
CC(/C=C/c1ccco1)=N/NC(=O)OC(C)(C)C,102,0,2,100,-8,0.8,21,27,-4,1,12
C=CCNC(=O)c1nc2ccccc2s1,.,-3,-7,.,-4,0.4,19,1,-4,3,.
Cc1ccnc(NS(=O)(=O)c2ccc(NS(=O)(=O)c3ccccc3)cc2)n1,102,-3,-3,101,-5,-0.7,14,1,-4,-1,7
CCc1c(C)n2nc(C)cc2[nH]c1=O,100,0,-1,101,0,0.1,16,0,-1,-2,16
O=C1c2nccnc2C(=O)N1c1ccc(F)cc1,102,0,-2,103,-1,0.3,9,0,-2,1,22
CCOC(=O)Nc1ccc(C(N)=O)cc1,102,4,0,100,-1,.,17,.,0,0,3
CCOc1ccc2nc(NS(=O)(=O)Cc3ccccc3)sc2c1,101,-2,-8,100,-8,-0.3,35,-2,0,-9,12
O=C(NCC1CCCO1)c1ccc(CNS(=O)(=O)c2ccc(F)c(Cl)c2)cc1 (stereo not given),100,1,-2,101,-3,-0.4,12,14,-1,0,10
CCOC(=O)N1CCN(C(=S)Nc2ccc(C)c(C)c2)CC1,97,-2,0,100,-9,0.6,11,11,-3,1,5
Cn1ncc(Cl)c1C(=O)N/N=C/c1ccccn1,93,0,0,95,2,0.9,8,9,1,0,6
O=C(CSc1nc2ccccc2o1)N1c2ccccc2Sc2ccc(Cl)cc21,100,-3,-8,100,-5,0.1,13,1,0,-4,8
Cc1c(C(=O)C(=O)NCc2cccs2)c2ccccc2n1C,111,-2,-8,105,-2,-0.3,20,2,1,-5,6
O=c1cc(O)sc2ccccc12,101,-6,-2,93,0,-0.4,24,-9,-6,-8,32
O=C(CSc1ccccc1)N1CCN(C(=O)c2ccco2)CC1,?,-3,-6,99,-7,0.0,14,-2,-5,-2,10
O=C(O)CSc1nnc2c(n1)[nH]c1ccccc12,100,-4,-5,101,-8,0.5,14,2,-2,-3,22
CCN(CC)c1ccc(NC(=O)C2CCCN(S(=O)(=O)c3cccnc3)C2)c(C)c1 (stereo not given),98,-6,-12,101,-12,-1.1,18,-2,0,-11,8
CCOC(=O)N1CCN(C(=O)CCCn2nc(C)c3sc4ccccc4c3c2=O)CC1,95,-4,-10,103,-4,0.1,11,1,3,-11,9
O=S(=O)(Nc1ccc(S(=O)(=O)Nc2ccccc2)cc1)c1ccccc1,101,-2,-1,100,-1,0.3,16,1,-3,-3,9
C/C(=N\NC(=O)CCCCCNC(=O)c1ccccc1)c1ccccc1O,105,-3,-2,103,-5,-4.5,21,16,-3,-1,13
CN(Cc1cccc(C(F)(F)F)c1)Cc1nc(-c2cnccn2)no1,100,-3,-6,99,-6,2.8,15,11,-2,-2,7
O=C(NNC(=O)c1ccc(Cl)cc1Cl)c1cccs1,104,-5,-2,100,-1,0.1,22,0,-4,-3,9
O=C(O)c1ccccc1SCc1ccc2c(c1)OCO2,101,-24,-15,101,-8,0.3,27,0,-2,-9,12
CCNC(=S)N(Cc1cc2cccc(C)c2[nH]c1=O)C1CCCC1,104,-1,-3,102,-8,.,10,4,-2,-1,14
N#Cc1c(-c2c(Cl)cccc2Cl)noc1/C=C/Nc1ccc(C(=O)O)cc1,104,0,0,108,1,-0.5,6,0,3,1,22
CCSc1nnc([C@@H]2CCCN2C(=O)OC(C)(C)C)o1,97,0,-3,102,0,0.1,54,0,-1,0,10
Cc1ccc2nc(N3CCOCC3)c3nncn3c2c1,99,-6,-3,100,-8,-0.7,12,-1,-5,-2,6
CCOc1ccc2c(c1)n([O-])c1c([n+]2=O)CCCC1,101,-3,-11,100,-11,0.3,8,1,0,-10,11
COc1ccc(OC)c(C2C(C(=O)c3cccs3)=C(O)C(=O)N2c2cc(C)on2)c1 (stereo not given),89,-1,-11,91,-7,0.4,39,1,-2,-6,13
CCOC(=O)N1CCN(C(=O)COc2ccc(Cl)cc2)CC1,105,-4,-7,103,-2,0.3,45,2,0,-2,40
CS(=O)(=O)N(CC(=O)NCc1ccco1)c1ccc2c(c1)OCO2,102,0,0,102,-2,0.7,18,2,-1,-1,9
Cc1cc(=O)n(CNC(=O)c2ccccc2)c(=S)[nH]1,107,-2,1,100,-16,0.2,13,1,-2,-3,14
CC(C)(C)OC(=O)N1CCC(C(N)=O)CC1,100,-8,-7,99,-10,0.3,14,1,-5,-6,26
O=C(/C=C/Nc1ccccc1F)c1cccs1,91,-7,-5,94,-5,-0.1,12,0,-1,-3,6
CCOC(=O)c1cc(-c2ccccc2)n(CC(=O)N2CCCC2)c1C,101,-4,-9,100,-9,0.0,13,0,-6,-7,23
Cc1ccc(NC(=O)c2cccc(NC(=O)CCC(=O)O)c2)cc1C,94,-2,1,96,-4,0.7,14,1,0,6,18
COC(=O)NC(Nc1sc2c(c1C(N)=O)CCCC2)(C(=O)OC)C(F)(F)F (stereo not given),102,0,8,98,-8,0.0,7,0,5,-4,7

Ordered by heavy-atom count (lowest first): part of the list above.
Structure,RGS7-Gao reg,Bim-Bcl-XL,Bim-Bfl-1,RGS4-Gao reg,Bim-Bcl-B,ABCB1 inh,GSH fluor,ABCG2 inh,Bim-Bcl-W,Bim-Bcl-2,Avidin fluor
CC(C)(C)OC(=O)N1CCC(C(N)=O)CC1,100,-8,-7,99,-10,0.3,14,1,-5,-6,26
Cc1ccc2nc(N3CCOCC3)c3nncn3c2c1,99,-6,-3,100,-8,-0.7,12,-1,-5,-2,6
CS(=O)(=O)N(CC(=O)NCc1ccco1)c1ccc2c(c1)OCO2,102,0,0,102,-2,0.7,18,2,-1,-1,9

Continued.
Structure,RGS7-Gao reg,Bim-Bcl-XL,Bim-Bfl-1,RGS4-Gao reg,Bim-Bcl-B,ABCB1 inh,GSH fluor,ABCG2 inh,Bim-Bcl-W,Bim-Bcl-2,Avidin fluor
N#CCSc1nnc(N)s1,98,-4,-4,98,0,0.1,15,1,-6,-2,8
CCOC(=O)c1cnc2c(C(F)(F)F)cccc2c1N1CCOCC1,89,-4,-15,94,-9,1.4,15,44,1,-10,6
O=c1[nH]c(=S)[nH]c2[nH]c(=S)[nH]c12,?,-9,10,96,-48,-0.3,15,-9,-5,-5,8
CN(C)/C=C/C(=O)c1cc(N2CCOCC2)ccc1[N+](=O)[O-],102,-3,-1,102,-3,0.0,18,0,-1,-3,8
COc1cc2nc(N3CCNCC3)nc(N)c2cc1OC,91,0,-1,95,0,0.0,15,0,-1,-1,12
Cc1c(N=Cc2cc(Br)cc(Br)c2O)cccc1C(=O)O,98,-4,-1,97,-3,0.1,4,-2,1,-1,8
CCOC(=O)Nc1cc2c(C)cc(=O)oc2cc1C,96,-5,-1,99,0,0.1,12,1,-4,0,31

High-throughput results from PubChem.
